Screening data: PubChem BioAssay, The Scripps Research Institute Molecular Screening Center
GAA850 FXN act: activators of GAA850 frataxin (FXN) promoter | AID 540364 | 360,000 tested, 0.56% active | activation, % at 6 µM | HEK293 lucGAA850 FXN promoter luciferase reporter, 24 h; percent of 10 µM SAHA response;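 active means activation above the average of all compounds screened plus 3 SD, cutoff fixed separately per campaign, cut at about 7.5% in these data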;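 further: 0% = DMSO wells and 100% = 10 µM SAHA wells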
ADAM10 inh: inhibitors of human ADAM10. O14672. recombinant ADAM10, EDANS/DABCYL FRET peptide cleavage, 3 h. inhibition, % at 7 µM. 370,000 tested, 0.62% active. AID 720582;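 active means inhibition above a per-campaign cutoff equal to the mean of compounds falling between control-based bounds plus 3 SD, cut at about 20% in these data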;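 further: 0% = DMSO wells while the 100% control is not disclosed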
ADAM17 inh: ADAM17 inhibition, QFRET primary screen; recombinant ADAM17, EDANS/DABCYL FRET peptide cleavage; inhibition, % at 6.95 µM; 370,000 tested, 0.83% active;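 active means inhibition above the mean of compounds lying between control limits plus 3 SD, set per campaign, cut at about 8.5% in these data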;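 further: 0% = DMSO-only wells as the low control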
Target sequence (P78536 215-824 limits assumed): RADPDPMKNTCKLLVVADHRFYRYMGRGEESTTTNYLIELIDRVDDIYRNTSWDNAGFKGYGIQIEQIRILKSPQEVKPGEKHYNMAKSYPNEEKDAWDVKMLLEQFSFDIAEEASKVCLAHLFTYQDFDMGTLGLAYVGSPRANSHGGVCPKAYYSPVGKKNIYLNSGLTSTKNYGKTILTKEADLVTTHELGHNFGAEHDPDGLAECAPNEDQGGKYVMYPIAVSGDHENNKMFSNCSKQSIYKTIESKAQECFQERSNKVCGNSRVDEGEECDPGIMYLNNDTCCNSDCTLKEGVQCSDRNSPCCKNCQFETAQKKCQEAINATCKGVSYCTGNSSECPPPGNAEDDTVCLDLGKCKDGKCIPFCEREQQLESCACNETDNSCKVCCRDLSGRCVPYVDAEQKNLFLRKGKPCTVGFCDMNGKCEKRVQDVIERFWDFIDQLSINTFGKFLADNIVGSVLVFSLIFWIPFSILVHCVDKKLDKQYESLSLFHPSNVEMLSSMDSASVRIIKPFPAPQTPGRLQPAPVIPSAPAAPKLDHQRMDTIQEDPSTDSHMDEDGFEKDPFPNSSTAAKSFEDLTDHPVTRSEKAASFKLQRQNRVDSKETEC
DAX1 inh-1: NR0B1 (DAX1) inhibition | AID 504766 | 340,000 tested, 0.99% active | HEK293 Gal4-DAX1 luciferase reporter, luminescence | P51843 | inhibition, % at 6.75 µM;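 active means inhibition above the mean over all tested compounds plus 3 SD, cut at about 4.2% in these data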;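 further: 0% = DAX1-transfected cells with DMSO and 100% = empty-vector control cells with DMSO; inhibition shows as a rise in luminescence from relieved DAX1 repression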
Target sequence (P51843 207-470 limits assumed): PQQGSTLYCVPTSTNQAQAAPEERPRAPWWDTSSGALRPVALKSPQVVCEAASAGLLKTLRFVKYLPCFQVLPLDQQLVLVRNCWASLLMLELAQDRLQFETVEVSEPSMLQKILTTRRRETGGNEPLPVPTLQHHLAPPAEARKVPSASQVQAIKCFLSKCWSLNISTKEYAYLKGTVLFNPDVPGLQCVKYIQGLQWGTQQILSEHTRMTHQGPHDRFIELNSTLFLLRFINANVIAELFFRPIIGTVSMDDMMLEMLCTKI
HGIII-sPLA2 inh: Blocks human group III sPLA2 activity | Q9NZ20 | QFRET BODIPY PC-A2 liposome hydrolysis, fluorescence | inhibition, % at 12.2 µM | 370,000 tested, 0.56% active;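 active means inhibition above mean plus 3 SD of compounds lying within the high and low control bounds, cut at about 19% in these data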;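 further: 0% = median of test compound wells and 100% = no enzyme DMSO wells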
PLCb3 inh: blocks human PLC-beta3 enzyme activity; Q01970; Purified PLC-beta3, fluorogenic substrate, fluorescence; inhibition, % at 12.2 µM; 370,000 tested, 0.18% active; in the data active means inhibition above about 11%;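 further: 0% = median of compound wells on plate and 100% = full blocker control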
ssDAF12 agonist: activates DAF-12 receptor from parasite S. stercoralis | HEK293 ssDAF-12/GRIP1 lit1-tk-luc reporter, luminescence; % of 3 µM dafachronic acid response | activation, % at 6.8 µM | 370,000 tested, 1% active | AID 652126;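 active means activation above the mean over all tested compounds plus 3 SD, cut at about 0.9% in these data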;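 further: 0% = DMSO-only wells and 100% = 3 µM delta7-dafachronic acid wells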
hgDAF12 agonist: hgDAF-12 agonism, primary luciferase screen; HEK293 GAL4-hgDAF12 UAS-luciferase reporter, agonist luminescence; normalized to butyrate control; activation, % at 6.8 µM; 370,000 tested, 1.8% active; AID 687014;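 active means activation above a cutoff set at the mean of all screened compounds plus 3 SD, cut at about 10% in these data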;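 further: 0% = DMSO wells and 100% = sodium butyrate wells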
hcDAF12 agonist: activators of H. contortus DAF-12 nuclear receptor; HEK293 hcDAF-12 lit1-tk-luc reporter, luminescence; 0% DMSO, 100% Δ7-dafachronic acid; activation, % at 6.8 µM; 370,000 tested, 1.4% active; AID 652067;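 active means activation above the mean of all tested compounds plus 3 SD, cut at about 5.5% in these data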;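 further: 100% = response to 3 µM Δ7-dafachronic acid high control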
DAX1 inh-2: blocks DAX1 repression of SF-1 activated StAR promoter; inhibition, % at 6.8 µM; AID 652010; HEK293T StAR-luciferase reporter, SF-1/DAX-1 repression relief; 370,000 tested, 1.1% active;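 active means inhibition above the mean over all tested compounds plus 3 SD, cut at about 3.6% in these data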;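 further: 0% = DAX-1 cells with DMSO and 100% = cells lacking DAX-1 with DMSO; higher inhibition means more luminescence from relief of DAX-1 repression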
PLCg1 inh: PLC-gamma1 (human) inhibition, primary screen; P19174; purified PLC-gamma1, fluorogenic substrate, fluorescence; inhibition, % at 12.2 µM; 370,000 tested, 0.84% active; AID 720700; in the data active means inhibition above about 9.5%
Starred values were filed as active, the others as inactive; . = not tested or not shown.

SMILES | GAA850 FXN act | ADAM10 inh | ADAM17 inh | DAX1 inh-1 | HGIII-sPLA2 inh | PLCb3 inh | ssDAF12 agonist | hgDAF12 agonist | hcDAF12 agonist | DAX1 inh-2 | PLCg1 inh
NC(=O)CSc1nc2sc3c(c2c2ncnn12)CCCC3 | 3.4 | -11.0 | -0.8 | -1.4 | 0.2 | 2.4 | -1.2 | -3.5 | -1.8 | -0.3 | -0.5
CC(C)C[C@H](NC(=O)c1cc2cc(Cl)ccc2n1C)C(=O)N1CCC(C(=O)O)CC1 | 3.4 | -7.9 | -9.5 | -0.7 | -6.1 | -9.4 | -1.0 | -3.1 | 0.8 | 0.2 | -4.0
COc1ccc(Nc2ncc3c(n2)CC(c2ccccc2)CC3=O)cc1 (centres undefined) | 0.4 | -1.4 | -7.0 | -0.9 | -1.5 | -19.3 | -1.7 | 1.6 | -2.6 | -0.5 | -15.4
CCN(c1ccccc1)S(=O)(=O)c1cccc(C(=O)NCC(c2ccco2)N2CCCCC2)c1 (centres undefined) | -3.0 | -3.4 | 2.7 | 0.1 | -9.6 | 0.9 | -1.2 | -1.6 | -2.9 | -2.1 | 5.5
CC1CCN(S(=O)(=O)c2ccc(NC(=O)CN3CCN(C)CC3)cc2)CC1 | -0.4 | -1.6 | -4.7 | -0.5 | 6.2 | 2.0 | -1.2 | -2.9 | -0.7 | -1.1 | 2.1
CCN(CC)c1ccc(NC(=O)COc2ccccc2C)cc1S(=O)(=O)Nc1ccccc1OC | 0.9 | 20.6* | 7.9 | -0.5 | -14.8 | -0.3 | -1.3 | 1.4 | -3.4 | -0.6 | 1.5
CCCCN1C(=O)C(CC(=O)NCCN2CCOCC2)CC(C(=O)N2CCOCC2)=C1C (centres undefined) | -0.8 | -16.2 | -3.4 | 0.6 | 1.5 | 2.6 | -1.3 | 1.6 | 0.6 | -0.3 | 1.4
Cc1ccc(C)n1-c1ccc(N2CCOCC2)c([N+](=O)[O-])c1 | 4.0 | -1.0 | -1.6 | 3.1 | 2.6 | -3.9 | -1.3 | 0.5 | 0.3 | -0.4 | 3.0
Cc1ccc(-c2nn(-c3ccccc3)cc2/C=N/n2c(-c3ccncc3)n[nH]c2=S)cc1 | -0.1 | 6.5 | 1.3 | . | -3.1 | -8.4 | -2.2 | 1.5 | -1.1 | 0.2 | 1.4
Cc1cc(NC(=O)CSCC(=O)N2CCN(c3cccc(C(F)(F)F)c3)CC2)no1 | -0.2 | -9.8 | -1.4 | -0.7 | -1.1 | -4.9 | -1.3 | -1.7 | -1.9 | 1.5 | -3.0
CSC(=NS(=O)(=O)c1ccc(N)cc1)NS(=O)(=O)c1cccs1 | 0.0 | -22.6 | -2.7 | 0.1 | 7.0 | -7.6 | -1.0 | 2.3 | 1.0 | 0.9 | 4.0
CC(C)CCNC(=O)[C@@H](Cc1ccccc1)NC(=O)[C@H]1O[C@@H](n2ccc(=O)[nH]c2=O)[C@H](O)[C@@H]1O | . | -2.6 | -4.2 | . | -3.2 | -1.2 | 0.3 | 3.9 | 1.7 | -0.2 | 0.8
COc1ccc(N/C=C\C(=O)c2ccc3c(c2)OCO3)cc1OC | 5.0 | 2.3 | -0.9 | 1.0 | 1.1 | -11.0 | -1.0 | -0.8 | -0.6 | 0.0 | -11.0
CCN(c1cc(C)cc(C)c1)S(=O)(=O)c1nnc(NC(=O)c2ccco2)s1 | 0.3 | -0.9 | -8.4 | -0.2 | -10.2 | -26.1 | -0.7 | 0.2 | -1.2 | -0.6 | -12.7
O=[N+]([O-])c1ccc(Cl)c(CN2CCCCCC2)c1 | 2.6 | 3.2 | 1.1 | 0.9 | 0.5 | -0.4 | -1.3 | -0.1 | -1.0 | -0.4 | 0.9
Clc1cccc(Cl)c1CNc1ccc(N2CCCC2)cc1 | . | -8.8 | -9.3 | . | 4.2 | -73.0 | -1.2 | 0.0 | -0.5 | -0.4 | -69.0
COc1ccc(/C=N/N=C2/NC(=O)C(CC(=O)O)S2)cc1OCc1ccc(Cl)cc1Cl (centres undefined) | 0.8 | 12.2 | -1.3 | -0.3 | -4.4 | 2.2 | -1.1 | -1.0 | -1.1 | 0.4 | 1.5
O=C(O)C1CCCCC1C(=O)NCc1ccc2c(c1)OCO2 (centres undefined) | 2.3 | 0.5 | 4.3 | . | 0.4 | 3.0 | -1.1 | -0.2 | 1.1 | 0.2 | 1.8
Cc1ccc(NC(=O)CCS(=O)(=O)c2cccc3nonc23)cc1Cl | 1.3 | 5.7 | -0.5 | -1.0 | -7.7 | -2.2 | -1.6 | 2.6 | -1.9 | -0.1 | -2.1
CC(C)NC(=O)NNC(=O)c1cc(COc2cc(Cl)cc(Cl)c2)on1 | 0.3 | 1.7 | 1.3 | 3.2 | -14.9 | -5.5 | -1.0 | -0.2 | -1.1 | 1.0 | 0.7
Clc1ccc(C=Cc2ccccn2)c(Cl)c1 | 7.7* | -12.5 | -1.8 | 2.3 | 1.6 | -6.6 | 1.2* | 12.9* | 8.2* | 7.9* | -0.2
Cc1ccc(NS(=O)(=O)c2c(C)nc3sccn3c2=O)cc1 | 1.8 | 14.6 | 7.2 | -0.1 | 6.7 | 8.6 | -0.8 | -1.4 | 0.4 | -0.7 | 5.4
CN(C)CCN1C(=O)C(=O)/C(=C(/O)c2ccc(S(=O)(=O)N3CCOCC3)cc2)C1c1ccc(Br)cc1 (centres undefined) | 0.6 | 4.3 | 6.7 | 0.3 | -12.7 | -3.7 | -1.0 | -2.7 | -1.7 | 0.1 | 11.5*
CC(C)CCNC(=O)c1[nH]c(C(F)(F)F)nc1-c1ccccc1 | . | -4.1 | 3.0 | . | -5.4 | 3.2 | -1.4 | -4.3 | -1.2 | -0.1 | -2.1
COC(=O)c1cc(COc2ccc3ccc(=O)oc3c2)c(C)o1 | 1.2 | -166.2 | -48.6 | 1.2 | 0.2 | -35.5 | -0.6 | 1.7 | -2.1 | -0.7 | -22.3
CCOCCCNC(=O)CSc1nc2nc(C)c(Cc3ccccc3)c(C)n2n1 | 1.1 | -3.8 | -6.8 | 1.6 | 5.9 | -9.3 | -1.5 | -3.8 | -1.5 | 0.3 | -1.4
Cc1oc(/N=C/c2ccc(O)cc2O)c(C#N)c1C | 0.9 | -494.0 | -159.5 | 0.1 | -12.2 | -124.3 | 0.2 | -1.7 | 4.2 | -0.2 | -100.5
C/C=C(/C)C(=O)O[C@@H]([C@H](O)c1cc2ccc(=O)oc2cc1OC)C(C)(C)O[C@@H]1O[C@H](CO)[C@@H](O)[C@H](O)[C@H]1O | 1.1 | -429.2 | -101.9 | 0.1 | 1.2 | -49.0 | -1.3 | -2.5 | 0.1 | 0.6 | -29.8
O=C(Cn1cc(C(=O)c2ccco2)c2ccccc21)Nc1ccccc1 | 0.9 | -11.6 | -5.9 | -1.6 | -26.8 | -14.7 | -1.6 | -1.6 | -1.2 | -0.9 | -8.2
Cc1nnc2ccc(N3CCN(c4ccccn4)CC3)nn12 | 1.1 | -6.1 | -0.5 | 1.5 | 8.3 | 6.2 | -0.8 | -1.5 | -1.9 | 0.3 | 4.2
CCOC(=O)N1CCN(C(=O)c2ccc3c(=O)n(-c4ccc(OC)cc4OC)c(=S)[nH]c3c2)CC1 | 1.1 | -0.1 | -1.9 | -0.3 | -14.3 | -1.2 | -0.9 | 1.1 | 0.7 | -0.3 | 3.7
COc1ccc(CC(NC(C)=O)C(=O)NC2CCN(C(=O)C3CC3)CC2)cc1OC (centres undefined) | -1.9 | -5.8 | -2.4 | 0.8 | 7.1 | 0.9 | -1.6 | -1.1 | 1.0 | 0.4 | -0.1
Cc1ccccc1NS(=O)(=O)c1cc(C(=O)N2CCCC2)ccc1C | -0.6 | -4.9 | -1.4 | -0.2 | -4.0 | 3.2 | -1.2 | -0.9 | -1.0 | 0.0 | 0.6
COc1ccc(/C=C/C(=O)NCc2nc3ccccc3[nH]2)cc1OC | 2.1 | -192.7 | -43.5 | -0.3 | 1.3 | -47.7 | -0.5 | 1.6 | 1.7 | -0.3 | -44.8
O=C(NCc1ccco1)c1ccc(Oc2ccccc2)cc1 | 4.2 | -2.6 | -1.7 | 0.8 | -5.1 | -5.5 | -1.6 | 4.1 | 0.6 | 0.9 | -2.8
CCOC(=O)[C@]12CCC=C1N(CCC1=CCCCC1)C(=O)[C@H](CC(=O)N1CCN(C(=O)c3ccco3)CC1)C2 | . | -9.3 | -3.1 | . | 0.1 | -0.4 | -1.4 | -0.4 | -1.1 | -1.0 | -0.4
COc1ccc(C(=O)CN2C(=O)NC3(CCCc4ccccc43)C2=O)cc1OC (centres undefined) | -2.6 | -6.4 | -1.0 | 0.0 | 0.4 | 0.3 | -1.6 | -2.2 | -0.8 | -0.2 | 5.0
NC(Cc1ccc(Cl)cc1)c1csc(NC(=O)Nc2ccccc2)n1 (centres undefined) | 7.6* | -12.6 | 1.7 | . | 10.7 | 2.7 | -1.0 | -0.9 | 0.2 | 0.0 | 7.2
NC(=S)N=Nc1c(O)n(CC(=O)Nc2ccccc2)c2ccccc12 | -2.5 | -3.0 | -1.1 | -0.6 | 10.2 | 2.0 | -0.9 | -0.8 | -1.7 | -0.1 | 7.0
COc1ccc(/C(O)=C2/C(=O)C(=O)N(CCCN(C)C)C2c2ccc(Cl)cc2)cc1OC (centres undefined) | 0.5 | -2.8 | 0.2 | -0.2 | 0.8 | -2.1 | -1.3 | -1.5 | -2.2 | 0.6 | -2.7
Cc1nnc(C)n1/N=C/c1cccc(Oc2ccccc2)c1 | -0.3 | 2.4 | 1.3 | -1.0 | 0.0 | 1.6 | -1.9 | 2.1 | -1.1 | 0.9 | 0.8
CCOC(=O)CN1C(=O)S/C(=C/c2cc(C)n(-c3ccccn3)c2C)C1=O | 3.8 | -3.2 | -2.3 | 0.6 | 2.6 | -31.6 | -0.9 | 5.1 | 1.9 | 1.3 | -25.1
O=C(NC(=S)Nc1cccc2cccnc12)c1ccccc1 | 1.2 | 0.2 | 5.2 | 1.3 | 6.5 | -1.6 | -0.8 | 1.9 | 0.0 | -0.2 | -1.8
CN(C)C1CN(Cc2cn(Cc3ccc(Cl)cc3)nn2)S(=O)(=O)C1 (centres undefined) | . | -6.8 | -3.0 | . | 3.7 | 2.7 | -0.9 | 6.3 | -1.7 | -0.6 | 3.6
O=C(NCc1ccco1)c1nc2ncccn2n1 | -1.2 | -9.7 | -6.8 | 1.0 | -0.3 | 0.7 | -1.3 | 4.5 | -0.3 | 0.1 | 0.5
COc1ccc(C(=O)Nc2nc3ccccc3c(=O)[nH]2)cc1 | 2.0 | 15.3 | 1.4 | 2.2 | 5.6 | 4.3 | 1.1* | 18.5* | 6.9* | 6.3* | -4.1
CN(C(=O)CO/N=C/c1ccc(OC(F)F)cc1)C1CCS(=O)(=O)C1 (centres undefined) | 1.0 | -6.6 | -1.2 | -0.5 | -2.5 | 3.5 | -1.3 | -1.5 | -1.0 | 0.2 | 1.2
Cc1ccc(CCC(=O)Nc2ccc([N+](=O)[O-])cc2Cl)o1 | 2.2 | -0.8 | -2.8 | 2.1 | -27.6 | -3.5 | -0.9 | 2.1 | -2.8 | -0.3 | -0.8

Outcome played no part in choosing rows; about 6.9% have a hit in one of these screens.
